IEC-6 cytotox: cytotoxicity in IEC-6 intestinal epithelial cells, primary screen, cytotoxicity control for KLF5 inhibitor project, cell-based, luminescence | IEC-6 cytotoxicity, luminescence viability | inhibition, % at 5 µM | 290,000 tested, 0.78% active | AID 1825, 2009; in the data active = inhibition above about 22%;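 note: 0% = plate median of test compound wells and 100% = cytotoxic reference compound wells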
TRPC4 inh: inhibitors of mouse TRPC4 channel, primary screen, Fluo4 calcium, HEK293 TRPC4beta/mu-opioid cells; B-score at 10 µM; 300,000 tested, 0.39% active; DAMGO-evoked Fluo4 calcium flux; active compounds read low; AID 2247, 2010;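 active = B-score over 3 SD under the library average, no early fluorescence shift, positive overall ratio signal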
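Material: HEK293 cells with stable TRPC4beta plus mu-opioid receptor expression; probe or stimulus: DAMGO in two steps, submaximal then maximal; technique: Fluo4 calcium fluorescence by kinetic imaging, 5 s 1 Hz baseline; measure: integrated fluorescence ratio relative to baseline, converted to per-well B score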
TRPC6 inhibitor: mouse TRPC6 channel inhibitors, primary screen, cell-based, HEK293, membrane potential dye | AID 2553, 2010 | B-score at 10 µM | ACh-evoked depolarization; active compounds read low | Short transient receptor potential channel 6 (Mus musculus), Q61143 | 310,000 tested, 1.1% active;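 active = B-score under library mean minus 3 SD, initial fluorescence not abnormally high, positive integrated signal ratio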;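 note: B-score derived from integrated fluorescence ratio over the kinetic read; more negative B-score means stronger inhibition of depolarization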
Target sequence (Q61143 whole entry, looked up): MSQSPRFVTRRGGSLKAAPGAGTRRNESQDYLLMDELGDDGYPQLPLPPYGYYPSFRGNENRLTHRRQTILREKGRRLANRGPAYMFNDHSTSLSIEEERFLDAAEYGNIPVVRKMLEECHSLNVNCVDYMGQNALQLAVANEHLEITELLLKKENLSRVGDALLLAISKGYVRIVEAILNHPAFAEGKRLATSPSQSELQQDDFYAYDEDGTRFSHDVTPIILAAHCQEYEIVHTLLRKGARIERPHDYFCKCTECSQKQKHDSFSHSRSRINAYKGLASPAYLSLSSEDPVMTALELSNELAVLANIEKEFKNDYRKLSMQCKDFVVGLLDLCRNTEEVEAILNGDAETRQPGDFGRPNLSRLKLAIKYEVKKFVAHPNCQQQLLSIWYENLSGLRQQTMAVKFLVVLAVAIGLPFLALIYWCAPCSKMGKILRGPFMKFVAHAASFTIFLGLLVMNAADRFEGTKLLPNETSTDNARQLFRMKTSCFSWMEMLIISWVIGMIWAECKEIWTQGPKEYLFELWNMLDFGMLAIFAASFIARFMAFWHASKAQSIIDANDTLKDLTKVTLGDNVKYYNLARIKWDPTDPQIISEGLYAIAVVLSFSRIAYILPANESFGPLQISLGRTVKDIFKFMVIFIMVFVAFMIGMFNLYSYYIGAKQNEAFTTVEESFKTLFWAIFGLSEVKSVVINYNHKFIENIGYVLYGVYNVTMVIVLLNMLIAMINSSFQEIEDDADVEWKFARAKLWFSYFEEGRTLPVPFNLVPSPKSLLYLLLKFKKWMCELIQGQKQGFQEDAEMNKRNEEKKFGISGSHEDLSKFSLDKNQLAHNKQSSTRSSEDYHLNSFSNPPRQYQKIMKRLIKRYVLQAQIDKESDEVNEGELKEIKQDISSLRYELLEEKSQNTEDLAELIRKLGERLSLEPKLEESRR
HIF act: HIF pathway transcriptional activators, primary screen, cell-based, U2OS HRE-luciferase, luminescence; U2OS HRE-luciferase reporter; normalized: DMSO 0%, desferrioxamine 100%; 300,000 tested, 0.32% active; AID 1910, 2009; activation, % at 7.5 µM (by protocol);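 active = mean activation of at least 10% of the iron chelator positive control signal, with at least half of replicates also reaching 10%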
MrgX1 antagonist: antagonists of human MrgX1 receptor, primary screen, HEK293 cells, Fluo-4 calcium flux | BAM8-22 antagonism; active compounds read low | 310,000 tested, 1.3% active | Mas-related G-protein coupled receptor member X1 (Homo sapiens), Q96LB2 | B-score at 10 µM;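 active = calcium-response B-score plate-corrected more than 3 library SD below zero, starting fluorescence within 5 deviations, no agonist response on first addition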;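 note: peak minus trough fluorescence over baseline after final BAM8-22 challenge near maximal dose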
TRPC4 potent: positive allosteric modulators of TRPC4, primary screen, cell-based, mouse TRPC4beta, HEK293 mu-opioid, Fluo-4 calcium; Short transient receptor potential channel 4 (Mus musculus), Q9QUQ5; DAMGO EC20, Fluo-4 Ca2+ flux; active compounds read high; B-score at 10 µM; 310,000 tested, 0.42% active;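 active = B-score of calcium response area above 5 SD of library B-scores, with initial fluorescence ratio within 5 SD of library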;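 note: B-score of integrated fluorescence ratio over time as area under calcium response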
KLF5 inhibitor: KLF5 expression inhibitors, primary screen, DLD-1 cells, luminescence; 290,000 tested, 0.23% active; inhibition, % at 5 µM; DLD-1 KLF5 promoter-luciferase reporter;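 active = inhibition above a per-plate limit of that plate's mean compound inhibition plus 3 SD, cut at about 60% in these data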;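 note: 0% = DMSO wells and 100% = LY294002 at 200 µM; higher means less KLF5 promoter-driven luciferase light; inactives centre near -14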
TRPC6 activator: mouse TRPC6 channel activators, primary screen, cell-based, HEK293, membrane potential dye. Short transient receptor potential channel 6 (Mus musculus), Q61143. HEK293-TRPC6 membrane potential dye fluorescence; active compounds read high. B-score at 10 µM. 310,000 tested, 0.13% active;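 active = B-score of the integrated fluorescence ratio above library mean plus 3 SD, and starting fluorescence ratio within library mean plus 5 SD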;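 note: higher score means more depolarization so channel activation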
aSyn UTR inh: MLPCN primary screen, SNCA 5' untranslated region. alpha-synuclein 5'UTR reporter, inhibitor activity. inhibition, % (tested at 7.5 µM). 300,000 tested, 0.82% active. AID 1813, 2009; in the data active = inhibition above about 60%;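 note: H4 neuroglioblastoma cells stably carrying SNCA 5'UTR luciferase fusion; 0% = DMSO wells and 100% = positive control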
SKKanGAS inh: S. pyogenes SKKanGAS growth inhibitors in kanamycin, primary screen, streptokinase expression inhibitor project, SKKanGAS strain, BacTiter-Glo luminescence. 300,000 tested, 1.3% active. 6 h. inhibition, % at 7.5 µM. AID 1662, 2009;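 active = mean replicate score, as percent of positive control median, at least 50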;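 note: strain carries kanamycin resistance gene driven by streptokinase promoter and grows in 40 µg/ml kanamycin; loss of luminescence reflects streptokinase promoter inhibition or plain growth inhibition; 0% = median of DMSO wells and 100% = positive control at its reference dose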
TRPC4 act: activators of mouse TRPC4 channel, primary screen, Fluo4 calcium, HEK293 TRPC4beta/mu-opioid cells. Short transient receptor potential channel 4 (Mus musculus), Q9QUQ5. Fluo4 calcium fluorescence; active compounds read high. B-score at 10 µM. 310,000 tested, 0.49% active. AID 2237, 2010;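 active = B-score above 5 SD of library B-scores, and initial fluorescence ratio not above library mean plus 5 SD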;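 note: positive B-score marks a calcium rise read as TRPC4 activation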
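System: HEK293 cells stably co-expressing mouse TRPC4beta and mu-opioid receptor; Schedule: Fluo4 dye loading 45 min at room temperature, 110 s recording; Detection: Fluo4 fluorescence, kinetic; Evaluation: B-scored integrated calcium fluorescence ratio; Controls: buffer (low) and maximal DAMGO (high).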
Numbers without * were called inactive; i = inactive; · = not tested or not shown.

SMILES	IEC-6 cytotox	TRPC4 inh	TRPC6 inhibitor	HIF act	MrgX1 antagonist	TRPC4 potent	KLF5 inhibitor	TRPC6 activator	aSyn UTR inh	SKKanGAS inh	TRPC4 act
COc1ccc(/C=N/NC(=O)c2cccnc2)cc1CN1CCc2cc(OC)c(OC)cc2C1C (stereo unspecified)	6	i	i	-0.5	i	i	-25	i	4	-7	i
Cc1cccc(NC(=O)c2cc(Cl)nc3ccccc23)n1	2	i	i	0.4	i	i	-25	i	21	-1	i
CC(C)OC(=O)c1cc2c(=O)[nH]c(C(Cl)(Cl)Cl)nc2o1	-2	i	i	0.8	i	i	-28	i	1	2	i
O=C(Cn1ncc2c3ccccc3n(Cc3ccccc3)c2c1=O)NCc1ccccn1	-4	i	i	-0.2	i	i	-13	i	0	-6	i
CC(C)N1CC(C(=O)Nc2ccc(Cl)c(Cl)c2)CC1=O (stereo unspecified)	4	i	i	0.0	i	i	-23	i	17	10	i
COC(=O)c1c(CSc2ccc(C)c(C)c2)noc1C(=O)NCc1ccc(OC)cc1	-5	i	i	-0.5	i	i	11	i	1	13	i
Cc1ccc(S(=O)(=O)CC(=O)c2ccc(C)c([N+](=O)[O-])c2)cc1	3	i	i	-0.5	i	i	-21	i	0	-13	i
CCOC(=O)C1[C@H]2C(=O)N(CCCOC)C[C@]23C=C[C@H]1O3 (stereo partly specified)	-1	i	i	-0.3	i	i	-16	i	0	7	i
CCCCN(C(=O)c1ccccc1F)c1c(N)n(CCC)c(=O)[nH]c1=O	3	i	i	-0.5	i	i	-4	i	9	-5	i
COc1cc(C(=O)O)cc(Br)c1OC1CCCC1	3	i	i	-0.1	i	i	-14	i	-6	3	i
CC(=O)OC(C(=O)NC1CCCCC1)c1ccccc1Cl (stereo unspecified)	-9	i	i	-0.2	i	i	-3	i	-13	2	i
CCN(CC)C(=O)Oc1nnc(SC(C)C)n1-c1ccc(Cl)c(Cl)c1	-2	i	i	-0.7	i	i	-13	i	10	1	i
O=C(NC1CCCC1)C1CCN(C(=O)c2cccc(Cl)c2)CC1	8	i	i	0.5	i	i	8	i	-6	10	i
CCn1cc(C(=O)NCc2ccco2)c(=O)c2cc(S(=O)(=O)N3CCC(C)CC3)ccc21	13	i	i	-0.3	i	i	8	i	38	-1	i
CCOC(=O)C1(CCOC)CCN(CC(C)Cc2ccc3c(c2)OCO3)CC1 (stereo unspecified)	-4	i	i	-0.3	i	i	-4	i	-2	-6	i
Cc1ccc(NC(=O)Cn2ccsc2=N)cc1S(=O)(=O)N(C)C	4	i	i	0.8	i	i	-24	i	8	4	i
CCOc1ccc(N2C(=O)C(CC(=O)Nc3ccc(F)cc3)N(Cc3ccccn3)C2=S)cc1 (stereo unspecified)	4	i	i	0.1	i	i	0	i	8	8	i
NC(=O)CCC(NS(=O)(=O)c1ccc(Cl)cc1)C(=O)NCc1ccccc1 (stereo unspecified)	-6	i	i	0.2	i	i	3	i	18	4	i
O=C(CN1C2CCC1CC(NC(=O)C1CC1)C2)NCc1ccccc1 (stereo unspecified)	6	i	i	-0.1	i	i	-29	i	6	-7	i
O=C(c1cc(-c2cccc(Br)c2)nc2ccccc12)N1CCCC1	8	i	i	0.3	i	i	6	i	26	-4	i
CCCOC(=O)Nc1cc(OC)c(Cl)cc1OC	0	i	i	1.2	i	i	-36	i	3	-3	i
COc1ccc(N2CCN(C(=O)CSc3nnc(NC(=O)C4CCC4)s3)CC2)cc1	-3	i	i	0.1	i	i	-26	i	15	0	i
C[n+]1ccc(/C=C/c2ccccc2O)c2ccccc21	-2	i	-5.7*	0.0	i	i	6	i	-14	-21	i
Cc1c(C)c2ccc(OCC(=O)NC(Cc3ccc(Cl)cc3)C(=O)O)cc2oc1=O (stereo unspecified)	6	i	i	0.0	i	i	0	i	6	5	i
Fc1ccc(-c2nc3c(-c4ccccc4)cnn3cc2CCN2CCOCC2)cc1	-6	i	i	-0.4	i	i	-20	i	3	2	i

The listing continues:
SMILES	IEC-6 cytotox	TRPC4 inh	TRPC6 inhibitor	HIF act	MrgX1 antagonist	TRPC4 potent	KLF5 inhibitor	TRPC6 activator	aSyn UTR inh	SKKanGAS inh	TRPC4 act
COc1ccc(C2=NOC(C(=O)Nc3cc(Br)ccc3O)C2)cc1OC (stereo unspecified)	9	i	i	-0.3	i	i	-27	i	3	-5	i
CC(C)Cc1ccc(S(=O)(=O)N2CCN(C(=O)c3ccco3)CC2)cc1	-2	i	i	0.1	i	i	-14	i	20	3	i
COCCn1c(NC(=S)NC(=O)C23CC4CC(CC(C4)C2)C3)cc(=O)[nH]c1=O	-8	i	i	0.0	i	i	-29	i	-35	12	i
Cn1c(SCC(=O)NCCc2ccccc2)nc2c([nH]c3ccccc32)c1=O	-4	i	i	-0.2	i	i	18	i	-16	-5	i
O=C(C[n+]1cccc2ccccc21)c1ccc(Cl)cc1	7	i	i	0.8	i	i	-24	i	-12	1	i
Cc1ccc2c(C)c(C(=O)NCc3ccc(S(N)(=O)=O)cc3)oc2c1C	0	i	i	-1.3	i	i	-8	i	18	-14	i
COc1ccccc1Nc1cc(C(=O)NCc2cccnc2)c2ccccc2n1	4	i	i	0.1	i	i	-13	i	0	-3	i
O=C(NCCCN1CCOCC1)c1ccccc1NS(=O)(=O)c1cc([N+](=O)[O-])ccc1Cl	5	i	i	-0.1	i	i	3	i	-1	-3	i
O=C1N=C(N2CCOCC2)S/C1=C\c1ccccc1OS(=O)(=O)c1ccccc1	-6	i	i	-0.6	i	i	-21	i	29	4	i
O=C(Nc1c2c(nn1-c1ccc(Cl)cc1)CS(=O)(=O)C2)c1ccc2c(c1)OCO2	5	i	i	0.0	i	i	-27	i	11	0	i
NC(=O)C1CCN(c2nnnn2-c2ccccc2)CC1	-3	i	i	0.2	i	i	-39	i	10	4	i
Cc1cc(C)c2nc(NC(=O)[C@@H](NC(=O)c3cccc(S(=O)(=O)N4CCOCC4)c3)C(C)C)sc2c1	-7	i	i	-0.7	i	i	74*	i	31	36	i
CCCN(CCC)S(=O)(=O)c1cc(Br)cc2c1N(C(=O)CC)CC2	·	i	i	-0.5	i	i	·	i	-9	-6	i
CCN(C(=O)CSc1nc2nc(C)cc(C)n2n1)C1CCS(=O)(=O)C1 (stereo unspecified)	-9	i	i	0.1	i	i	-16	i	10	0	i
CC1=CCC2C(=O)N(c3cccc(C(=O)NC(C)c4ccccc4)c3)C(=O)C2C1 (stereo unspecified)	0	i	i	-0.1	i	i	-43	i	7	2	i
CCN(CC)C(=O)Cn1cc(C(=O)C(=O)N2CCN(C)CC2)c2ccccc21	-4	i	i	-0.4	i	i	-41	i	5	29	i
COc1ccc(/C=N/NC(=O)c2ccc(Br)cc2)cc1Cn1cc(Cl)cn1	6	i	i	-0.2	i	i	-16	i	-6	6	i
O=C(NNC1=NS(=O)(=O)c2ccccc21)c1cccc([N+](=O)[O-])c1	-8	i	i	-2.2	i	i	-19	i	11	0	i
Nc1cccnc1Oc1ccc(F)cc1	-4	i	i	-0.9	i	i	3	i	16	-1	i
Cc1nc(-c2ccc(S(=O)(=O)NCc3cccnc3)s2)cs1	1	i	i	-0.1	i	i	10	i	4	-32	i
C=C(C)COc1ccc(-c2[nH]ncc2-c2ccccc2OC)c(O)c1	0	i	i	-0.3	i	i	-7	i	-34	13	i
CCCc1c(C(=O)N/N=C/c2cccnc2)nnn1-c1nonc1N	6	i	i	0.1	i	i	-5	i	-4	-1	i
